All columns: NCI-60 one-dose screen, growth in % after 48 h at 10 µM unless noted; 100 = growth as untreated, 0 = no growth, -100 = all killed.
OVCAR-5: OVCAR-5 ovarian cancer. actives 2.9% (n = 82,000)
NCI-H226: NCI-H226 lung cancer. actives 3.5% (n = 79,000). AID 1794732
IGROV1: IGROV1 ovarian cancer. actives 4.7% (n = 79,000)
SK-OV-3: SK-OV-3 ovarian cancer cells; actives 3.2% (n = 80,000)
NCI-H23: NCI-H23 lung cancer; actives 4% (n = 80,000); AID 1794731
SN12C: SN12C renal cancer cells | actives 3.8% (n = 81,000) | AID 1794767
OVCAR-4: OVCAR-4 ovarian cancer cells; actives 3.7% (n = 80,000)
NCI/ADR-RES: NCI/ADR-RES ovarian cells; actives 4.4% (n = 81,000)
OVCAR-3: OVCAR-3 ovarian cancer | actives 7% (n = 79,000)
Active calls of the source: *; nt = no result given; & = joins results of further samples; [ ] = remark or other dose. Rule for the calls: active = growth percent below 10; inactive = the rest.

SMILES	OVCAR-5	NCI-H226	IGROV1	SK-OV-3	NCI-H23	SN12C	OVCAR-4	NCI/ADR-RES	OVCAR-3
COCCNC(=O)COc1cc(C)nc2ccc(OC)cc12	106.3	93.7	107.3	101.2	96.4	98.5	110.7	97.8	109.3
NS(=O)(=O)c1ccc(-n2ncc(NC(=O)Nc3ccccc3)c2-c2ccccc2)cc1	106.5	103.4	93.5	96.0	108.5	107.0	103.4	105.5	95.1
Cc1nnc(SCC2=C(C(=O)O)N3C(=O)[C@@H](NC(=O)Cn4cnnn4)[C@H]3SC2)s1	112.4	96.8	104.7	105.3	100.3	90.9	109.1	111.6	114.1
O=C(C[n+]1ccccc1)c1ccc(Br)cc1	88.7	101.5	102.4	104.5	96.0	nt	101.1	99.0	104.8
CCc1ccccc1-n1c(-c2ccc(O)cc2)cc(-c2ccc(Cl)cc2)c(C#N)c1=O	92.8	97.8	113.0	100.4	104.5	94.2	94.4	106.4	100.9
COc1ccc(/C=C/C(=O)N2CCOCC2)cc1OC1CCCC1	100.3	nt	100.2	nt	109.1	91.9	101.9	110.8	111.6
COC(=O)C1(C)Cc2cc(OC(C)=O)c(OC(C)=O)cc2N1 (stereo not given)	117.6	113.3	27.1	98.4	91.5	88.8	57.8	80.6	67.2
COc1ccc(C=C(C(=O)c2ccccc2)C(=O)c2ccccc2)cc1	115.4	94.7	98.5	103.9	92.6	92.7	92.2	102.8	100.9
O=C1N/C(=N\c2nccs2)S/C1=C\c1ccco1	76.5	64.6	51.7	64.0	nt	56.3	48.6	50.8	69.9
COc1ccc(C(C)=O)cc1[N+](=O)[O-]	96.3&110.0	98.3&97.0	103.5&105.9	116.1&108.2	103.0&92.0	103.5&105.1	106.2&112.2	102.1&95.7	101.8&100.3
COCCn1cc(-c2nc(-c3cc4cccnc4[nH]3)cs2)c2cc(OC)ccc21	26.3	28.8	24.5	21.0	8.7*	48.5	15.6	28.5	27.6
COc1ccc(OC)c(NC(=O)c2cc3oc4ccccc4c3cc2O)c1	102.9	90.7	56.1	81.1	87.4	95.0	91.4	88.6	137.5
CC(=O)Nc1nnc([N+](=O)[O-])s1	97.4	122.4	97.2	111.5	103.8	90.3	95.7	101.1	123.2
CCOC(=O)c1sc(NC(=O)CN2CCC(Cc3ccccc3)CC2)nc1C	103.3	nt	87.6	102.0	96.2	105.7	98.6	94.1	107.7
O=NN(CCF)C(=O)NC1C(O)CCCC1O (stereo not given)	96.5	101.7	99.0	99.5	97.0	103.4	94.2	106.4	104.8
O=S(=O)(O)c1ccc2cc(O)ccc2c1	107.1	98.0	109.4	104.0	98.3	104.9	112.4	104.8	112.5
O=S(CC(O)c1ccccc1)c1ccccc1 (stereo not given)	101.8	93.6	97.2	114.8	99.7	102.6	103.9	102.5	115.3
Cc1onc(-c2c(F)cccc2Cl)c1C(=O)Nc1cc2cc([N+](=O)[O-])ccc2oc1=O	91.3	92.0	nt	101.7	95.2	97.2	96.1	91.9	106.0
CC(C)(C)[Si](C)(C)OC1[C@@H](COC(=O)NC(=O)CCl)O[C@@H](n2cnc3c(N)ncnc32)[C@H]1O[Si](C)(C)C(C)(C)C (stereo not given in full)	77.4	nt	-68.3*	87.8	-45.0*	-47.5*	36.9	46.6	0.6*
C=C1C(=O)O[C@H]2[C@H]1CC/C(COC(=O)/C=C\C(=O)NCc1ccc(Cn3c(=O)sn(CCCI)c3=O)cc1)=C\CC[C@@]1(C)O[C@@H]21	-83.9*	-77.0*	-98.3*	42.9	-72.1*	-90.8*	-89.4*	1.5*	-93.0*
O=[N+]([O-])c1cccc(-c2csc(Nc3nc(-c4cccnc4)nc(C(Cl)(Cl)Cl)n3)n2)c1	104.0[3.3 µM]	97.9[3.3 µM]	76.3[3.3 µM]	86.5[3.3 µM]	97.4[3.3 µM]	94.4[3.3 µM]	106.1[3.3 µM]	106.9[3.3 µM]	105.3[3.3 µM]
CC(=O)C1=C(O)C=C2Oc3c(C(=O)/C=C/c4cc(C(F)(F)F)cc(C(F)(F)F)c4)c(O)c(C)c(O)c3[C@]2(C)C1=O	-6.5*	-56.5*	-6.9*	-32.9*	-55.8*	-34.1*	12.5	-48.2*	-50.5*
O=C(/C=C/c1ccccc1)N(C1CCCCC1)C1CCCCC1	106.5	84.7	115.5	116.9	74.3	97.3	84.0	74.5	89.6
CC1SCCN(c2ccccc2)C1=O (stereo not given)	98.2	107.7	98.5	110.2	100.1	98.2	106.3	105.4	115.7
Cc1ccnc(NS(=O)(=O)c2ccc(Nc3ccnc(SCC(=O)c4ccc(C(F)(F)F)cc4)n3)cc2)n1	104.7	77.3	92.0	87.2	93.8	91.5	95.4	99.9	116.0
CCOC(=O)CNC1=C(Cl)C(=O)N(Cc2ccc(Cl)cc2)C1=O	96.2	99.7	97.9	99.6	101.8	99.1	101.2	103.8	105.4
CCOC(=O)c1nc(-c2ccccc2)oc1N(C)CC(O)C(O)C(O)C(O)CO (stereo not given)	90.6	87.2	106.0	109.8	103.4	98.3	109.6	100.3	96.3
CCOC(=O)c1c(Nc2ccccc2)nn2c(-c3ccc4ccccc4c3)ccnc12	93.7	103.1	113.1	96.8	99.3	99.7	99.5	97.1	nt
CCCC(=O)Nc1sc2c(c1C(N)=O)CCCC2	111.5	105.7	101.8	108.4	96.3	100.1	103.4	107.5	113.0
O=C(CNc1nc(-c2ccccc2)cs1)Nc1ccc([N+](=O)[O-])cc1Cl	36.4	31.5	33.9	35.8	0.6*	13.4	45.4	-7.0*	23.4

Among those listed so far, these have a furan ring, fused or not.
SMILES	OVCAR-5	NCI-H226	IGROV1	SK-OV-3	NCI-H23	SN12C	OVCAR-4	NCI/ADR-RES	OVCAR-3
O=C1N/C(=N\c2nccs2)S/C1=C\c1ccco1	76.5	64.6	51.7	64.0	nt	56.3	48.6	50.8	69.9
COc1ccc(OC)c(NC(=O)c2cc3oc4ccccc4c3cc2O)c1	102.9	90.7	56.1	81.1	87.4	95.0	91.4	88.6	137.5

Additional records follow.
SMILES	OVCAR-5	NCI-H226	IGROV1	SK-OV-3	NCI-H23	SN12C	OVCAR-4	NCI/ADR-RES	OVCAR-3
CC1c2ccccc2CC(CCN(C)C)c2ccccc21 (stereo not given)	84.0	97.6	104.0	88.8	79.7	83.6	88.4	90.6	98.6
O=S(=O)(Nc1cccc2[nH]cnc12)c1ccc(Br)cc1F	100.6	77.5	82.6	101.5	86.3	93.6	87.1	97.3	101.6
O=C(Cc1ccccc1)NNc1nc(N2CCN(C3CCCCC3)CC2)nc(N2CCN(C(c3ccccc3)c3ccccc3)CC2)n1	104.4	91.8	93.6	124.5	99.0	93.4	121.0	94.7	99.8
COc1cccc(C2=NNC3(S2)C(=O)N(Cc2ccccc2Cl)c2ccccc23)c1 (stereo not given)	71.4	62.8	38.0	45.1	49.3	60.8	49.3	33.8	61.8
O=C1C2CC3CC1CC(O)(C3)C2	102.7	106.4	111.9	102.5	nt	110.5	126.6	110.7	111.9
CCOC(=O)/C=C(/C)Sc1cc(O)ccc1O	110.8	99.6	101.6	103.0	107.4	102.9	101.6	101.8	117.9
CC(=O)O[C@H]1C[C@@]2(C)[C@@H](C[C@@H](O)[C@H]3[C@@]4(C)CCC(NCCN)[C@@H](C)[C@@H]4CC[C@@]32C)/C1=C(\CCC=C(C)C)C(=O)O (stereo not given in full)	104.9	98.3	107.3	110.9	102.9	99.6	105.2	100.1	107.0
CCOC(=O)/C(=C\CC/C(C)=C/CC/C(C)=C/CCc1ccsc1)CC(=O)O	111.8	89.4	101.2	104.1	111.8	104.0	102.7	105.4	112.4
O=C(Cn1nnnc1-c1ccn(-c2ccc(Br)cc2)n1)c1cc2ccccc2oc1=O	81.9	75.1	77.0	103.0	59.2	88.6	94.3	68.8	86.2
O=C(Nc1cccnc1)c1noc2ccccc12	106.7	104.4	102.6	101.2	97.3	102.8	107.4	107.6	109.4
CC(=O)OC(c1ccccc1)C(OC(C)=O)c1ccccc1 (stereo not given)	104.6	108.3	100.6	99.2	101.6	102.6	97.3	106.5	111.5
CC(=O)c1ccc(Nc2nccc(-c3ccc4ccccc4c3)n2)cc1	99.8	57.1	86.3	99.3	94.4	101.3	105.1	84.0	99.3
CCCCCC(=O)OCC(=O)O[C@@H]1C[C@]2(C(C)C)O[C@@]1(C)[C@@H]1CC[C@@H](C)[C@H]1[C@@H]2OC(=O)/C=C/c1ccccc1	111.8	86.0	86.7	87.9	91.3	19.7	75.7	21.7	52.9
O=C1c2ccccc2C2NCCCN12 (stereo not given)	99.3	109.8	113.3	101.7	107.3	110.8	115.7	113.9	128.4
C=C(C)[C@@H]1CC[C@]2(C(=O)NCC#CCN3CCN(C)CC3)CC[C@]3(C)[C@H](CC[C@@H]4[C@@]5(C)Cc6c([nH]c7ccccc67)C(C)(C)[C@@H]5CC[C@]43C)[C@@H]12	96.8	90.9	80.7	88.8	85.1	62.6	81.9	74.0	62.8

7 compounds from above, sorted by count of non-hydrogen atoms, descending:
SMILES	OVCAR-5	NCI-H226	IGROV1	SK-OV-3	NCI-H23	SN12C	OVCAR-4	NCI/ADR-RES	OVCAR-3
C=C(C)[C@@H]1CC[C@]2(C(=O)NCC#CCN3CCN(C)CC3)CC[C@]3(C)[C@H](CC[C@@H]4[C@@]5(C)Cc6c([nH]c7ccccc67)C(C)(C)[C@@H]5CC[C@]43C)[C@@H]12	96.8	90.9	80.7	88.8	85.1	62.6	81.9	74.0	62.8
CC(=O)O[C@H]1C[C@@]2(C)[C@@H](C[C@@H](O)[C@H]3[C@@]4(C)CCC(NCCN)[C@@H](C)[C@@H]4CC[C@@]32C)/C1=C(\CCC=C(C)C)C(=O)O (stereo not given in full)	104.9	98.3	107.3	110.9	102.9	99.6	105.2	100.1	107.0
CCOC(=O)/C(=C\CC/C(C)=C/CC/C(C)=C/CCc1ccsc1)CC(=O)O	111.8	89.4	101.2	104.1	111.8	104.0	102.7	105.4	112.4
CC(=O)OC(c1ccccc1)C(OC(C)=O)c1ccccc1 (stereo not given)	104.6	108.3	100.6	99.2	101.6	102.6	97.3	106.5	111.5
CC1c2ccccc2CC(CCN(C)C)c2ccccc21 (stereo not given)	84.0	97.6	104.0	88.8	79.7	83.6	88.4	90.6	98.6
O=C(Nc1cccnc1)c1noc2ccccc12	106.7	104.4	102.6	101.2	97.3	102.8	107.4	107.6	109.4
O=C1C2CC3CC1CC(O)(C3)C2	102.7	106.4	111.9	102.5	nt	110.5	126.6	110.7	111.9

Continuation.
SMILES	OVCAR-5	NCI-H226	IGROV1	SK-OV-3	NCI-H23	SN12C	OVCAR-4	NCI/ADR-RES	OVCAR-3
CC(C)OCCOCCO	106.5	107.5	105.2	103.6	98.2	105.6	102.1	109.6	105.0
COc1cc(-c2n/c(=C\c3c(O)[nH]c4ccccc34)cc3c2=Nc2ccccc2-3)cc(OC)c1OC	46.4	22.0	44.3	-9.7*	22.9	34.3	26.8	4.8*	-16.6*
CC12CCC(O)C(C)(C)C1CCC1=C2CCC2(C)C(c3ccoc3)CCC12C (stereo not given)	110.5	98.9	103.8	89.4	105.3	87.3	113.0	97.4	118.3
COc1ccc(C/C(C)=C(/c2ccc(OCCN3CCCCCC3)cc2)c2ccc(OC(=O)Cc3ccccc3)cc2)cc1	94.5	109.0	99.6	101.6	105.2	105.4	102.8	110.8	110.3
C=CCn1c(SCC(=O)Nc2ccc(C(=O)/C=C/c3ccc(OC)cc3)cc2)nnc1-c1cc(-c2ccc(OC)cc2)nc2ccccc12	91.3	94.1	103.3	101.6	94.8	96.3	94.7	105.5	100.9
Cn1cccc1C(=O)c1n[nH]n2c1nc(=O)c1sccc12	113.2	79.9	94.4	92.4	92.1	101.7	98.8	93.9	101.3
CC12CCCC(=O)N1c1ccccc1-c1nc(-c3ccccc3Br)nn12 (stereo not given)	105.6	77.4	79.8	85.1	85.3	93.2	90.3	95.3	94.8
S=C(Nc1ccccc1)Nc1ccccn1	97.4	91.5	104.0	102.5	95.6	103.5	101.6	107.7	nt
Nc1n[nH]c2cc(=O)[nH]c(O)c12	103.9	94.7	112.3	105.0	105.6	97.6	118.6	108.0	117.5

Screening results from PubChem BioAssay.
